Screening data as filed in PubChem BioAssay.
OX1R antag-1: human HCRTR1 antagonism; O43613; CHO/OX1R cells, Fluo-8 calcium fluorescence, orexin A; inhibition, % at 5 µM; 330,000 compounds, 0.43% hits; AID 434989;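 active = inhibition above its plate's threshold, mean inhibition of all tested compounds on the plate plus 3 SD, cut at about 37% in these data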;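 also: 0% = orexin A challenge wells and 100% = SB-334867-A antagonist wells; not every result past the cut was called active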
Target sequence (O43613 whole entry, looked up): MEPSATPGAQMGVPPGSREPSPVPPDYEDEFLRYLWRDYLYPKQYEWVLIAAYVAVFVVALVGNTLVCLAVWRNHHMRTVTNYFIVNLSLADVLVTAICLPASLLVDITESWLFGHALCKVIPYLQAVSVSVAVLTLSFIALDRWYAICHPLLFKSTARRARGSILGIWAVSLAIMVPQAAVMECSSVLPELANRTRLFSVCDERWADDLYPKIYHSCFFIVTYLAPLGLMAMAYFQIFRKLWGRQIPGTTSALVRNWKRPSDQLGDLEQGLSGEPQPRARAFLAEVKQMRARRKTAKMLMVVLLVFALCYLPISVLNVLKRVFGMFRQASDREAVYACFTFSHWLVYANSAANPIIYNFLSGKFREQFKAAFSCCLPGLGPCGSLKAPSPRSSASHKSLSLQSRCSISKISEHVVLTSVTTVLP
OX1R antag-2: blocks the human orexin 1 receptor; O43613; OX1R-expressing cells, FRET antagonist read-out; inhibition, % at 6.6 µM; 330,000 compounds, 1.8% hits; AID 485270; in the data active = inhibition mostly above about 38%, no sharp cut-off; inactive = mostly below about 40%;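 also: 0% = agonist challenge alone and 100% = reference antagonist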
* marks the source's active call; other numbers are inactive results.

SMILES | OX1R antag-1 | OX1R antag-2
Cc1cc2cc(CNC(=S)NC3CCCCC3)ccc2[nH]1 | -14.8 | 14.3
Cc1cccc(N(C)C(=O)c2cc(S(=O)(=O)N3CCc4ccccc43)cn2C)c1 | -23.5 | 3.3
O=C(N/C=N/OCc1ccc(Cl)cc1Cl)NOCc1ncc(C(F)(F)F)cc1Cl | -14.5 | -9.1
CC(=O)Nc1ccc(S(=O)(=O)N(C)CC(=O)Nc2ccccc2N2CCOCC2)cc1 | -24.7 | 28.4
CCCC(=O)Nc1nnc(CCc2ccccc2)s1 | 13.1 | 3.2
Cc1cc(S(=O)(=O)N2CCCC2)ccc1OCC(=O)NCc1ccccc1 | -10.8 | 14.0
O=C(NCCOc1ccccc1)C(=O)c1c[nH]c2ccccc12 | -7.3 | 19.7
CCc1nccn1CCC(=O)N1CCCC(N2CCN(c3ccccc3F)CC2)C1 (configuration not stated) | -5.4 | 6.0
NS(=O)(=O)c1cc(C(=O)OCC(=O)Nc2ccccc2[N+](=O)[O-])ccc1Cl | -20.0 | 13.6
COc1ccc(-c2cc(C(F)(F)F)nc(S(C)(=O)=O)n2)cc1 | -10.3 | 15.4
COc1ccc(Cl)cc1NC(=O)COC(=O)C1CC1 | -15.5 | -1.7
NC(=O)c1nn2c(C(F)(F)F)cc(-c3ccccc3)nc2c1Br | -15.6 | 12.9
Cc1cccc(-c2cc3c(nn2)-c2ccccc2C3=O)c1 | -19.2 | 32.5
CC(C(=O)Nc1ccc(F)cc1Cl)N(C)CCOc1ccccc1 (configuration not stated) | -24.0 | -3.0
Cc1nc(-c2cn[nH]c2-c2ccc(O)cc2O)cs1 | -1.0 | 9.6
CC1CN(S(=O)(=O)c2cccc(C(=O)OCC(=O)Nc3ccc4c(c3)OCO4)c2)CC(C)O1 (configuration not stated) | -15.6 | 16.2
CN(CC(=O)Nc1ccccc1Cl)C(=O)COC(=O)c1ccc(S(=O)(=O)C(F)F)cc1 | -20.8 | 14.0
CC(O)CNCCCOc1ccc(Cl)cc1C(C)(C)C (configuration not stated) | -13.8 | 0.5
CCC(C(=O)NC1CC1)n1nc(C)c2c(C)n(-c3ccccc3)nc2c1=O (configuration not stated) | -2.8 | 21.2
COc1ccc(CCNC(=O)CC2Nc3cc(C)c(C)cc3NC2=O)cc1OC (configuration not stated) | -13.2 | 34.1
O=C(/C=N/O)Nc1ccc(F)cc1 | 3.8 | 20.4
CC(=O)c1ccc(C(C)(C)c2ccc(C(C)=O)s2)s1 | -24.4 | 22.2
CC(C)Cc1nnc(NC(=O)CCC(=O)N2CCOCC2)s1 | -17.5 | -0.5
COc1ccc(-n2c(=S)[nH]c3cc(C(=O)NCc4ccc(F)cc4)ccc3c2=O)c(OC)c1 | 7.6 | 9.9
CC(CCc1ccccc1)NC(=O)CCNS(=O)(=O)c1ccccc1C(F)(F)F (configuration not stated) | -13.9 | 3.9
SMILES | OX1R antag-1 | OX1R antag-2
O=C(CSC(=S)N1CCCC1)N(Cc1nnc(-c2ccccc2Cl)o1)C1CC1 | -18.0 | 4.9
CCCCNC(=O)Cn1nc([N+](=O)[O-])c([N+](=O)[O-])c1C | -7.5 | 37.3
Cc1ccc(NC(=O)c2cccc(S(=O)(=O)N3CCN(C)CC3)c2)cc1F | -38.4 | 9.8
CC(CNS(=O)(=O)c1ccc(Br)cc1)CN(C)C (configuration not stated) | -9.1 | -0.6
CCNC(=O)C/C(C)=N/NC(=O)C12CC3CC(CC(C3)C1)C2 | -19.0 | 8.1
CCCCCCCCCCCCC/C=C/[C@@H](O)[C@@H](N)CO | 13.3 | 3.6
O=C(COc1ccc(-n2cnnn2)cc1)Nc1ccccc1OC(F)F | -9.1 | -3.5
Cc1ccccc1NC(=O)c1cc(S(=O)(=O)N2CCOCC2)cn1C | -12.6 | 1.8
O=C(CNC(=O)c1ccc(N2CCCC2=O)cc1)Nc1ccc(F)c(F)c1F | -14.7 | 2.8
CCCN(CC(=O)Nc1ccccc1C)C(=O)c1nn(CC)c(=O)c2ccccc12 | -19.6 | -1.3
Cc1ccc(CNC(=O)CS(=O)Cc2nc(-c3cccs3)oc2C)cc1 (configuration not stated) | -26.1 | 12.1
COc1cccc(-c2noc(-c3ccc(Br)o3)n2)c1 | -25.5 | 14.8
COc1ccc(Cl)cc1NC(=O)CSc1nnc(CN2CCOCC2)n1-c1ccc(Cl)cc1 | -23.1 | 14.7
COc1ccc(Cc2c(C)nc(N)nc2Cl)cc1 | -8.6 | 6.3
CCCCNC(=O)CCn1nc(-c2ccccc2)ccc1=O | 2.8 | -3.8
COC(=O)CSc1ccc(S(=O)(=O)N2CCC(C)CC2)cc1[N+](=O)[O-] | -21.3 | 24.1
CCCCn1c(SCC(=O)Nc2nnc(C)s2)nnc1-c1ccoc1C | -15.1 | 18.6
O=C(CCNC(=O)c1ccco1)Nc1ccc(OC(F)(F)F)cc1 | 11.1 | 7.5
O=C(Cn1cc2c(n1)CCCCC2)NCCN1CCOCC1 | -10.1 | 9.5
CCOC(=O)C1=C(N)Oc2ccc3ccccc3c2C1c1cccc(O)c1 (configuration not stated) | -17.7 | 25.8
O=C(CCC1CCCN(C(=O)C2CCCC2)C1)NCc1ccc(F)c(F)c1 (configuration not stated) | -18.9 | 13.6
COc1cc2c(cc1OC)[C@@H]1Cc3ccc(OC)c(OC)c3CN1CC2 | -26.6 | 14.7
CCCCCCn1c(SCC(=O)Nc2cc(C)on2)nc2ccccc2c1=O | -22.8 | 2.4
CC(=O)NCCC1CCN(C(=O)C2CCC(=O)N(C3CCCC3)C2)CC1 (configuration not stated) | -3.5 | 1.9
Clc1ccc(C2Nc3ccccc3-n3cccc32)cc1 (configuration not stated) | -28.4 | 14.8

5 entries from above, with two lines to a compound:
Each structure is followed by: OX1R antag-1, OX1R antag-2
O=C(CCNC(=O)c1ccco1)Nc1ccc(OC(F)(F)F)cc1
 : 11.1, 7.5
O=C(Cn1cc2c(n1)CCCCC2)NCCN1CCOCC1
 : -10.1, 9.5
CCOC(=O)C1=C(N)Oc2ccc3ccccc3c2C1c1cccc(O)c1 (configuration not stated)
 : -17.7, 25.8
O=C(CCC1CCCN(C(=O)C2CCCC2)C1)NCc1ccc(F)c(F)c1 (configuration not stated)
 : -18.9, 13.6
COc1cc2c(cc1OC)[C@@H]1Cc3ccc(OC)c(OC)c3CN1CC2
 : -26.6, 14.7

Next section
SMILES | OX1R antag-1 | OX1R antag-2
CCOC(=O)N1CCC(NC(=O)Cn2cc3c(n2)CCCCC3)CC1 | -2.3 | 8.7
O=C1CN(C(=O)c2ccco2)c2ccccc2N1 | 9.3 | 14.2
COc1ccc(S(=O)(=O)N2CCOCC2)cc1NC(=O)CN(C)Cc1c(F)cccc1Cl | -8.0 | 8.4
COc1cc(SC)ccc1C(=O)NCC1CCCCC1 | -8.2 | 25.6
Cc1ccc(NC(=O)C2c3ccccc3Oc3ccccc32)c(C)c1 | -18.0 | 2.8
CC(=O)N1CCc2cc(Br)cc(S(=O)(=O)NCCN3CCCCC3C)c21 (configuration not stated) | -22.0 | -6.4
CS(=O)(=O)N(CC(=O)Nc1cccc([N+](=O)[O-])c1)c1cccc(F)c1 | -16.6 | 26.8
CNC(=O)Cn1nc(-c2ccc(C)cc2)c2ccccc2c1=O | -10.4 | 20.7
COc1cc(C)nc(NS(=O)(=O)c2ccc(C)cc2)n1 | -18.9 | 15.8
COc1cc(C)c(NC(=O)C(=S)N2CCCC2)cc1C | -19.5 | 18.3
O=C(O)CN1C(=O)CNC1=O | -12.1 | 18.3
Cc1onc(-c2ccccc2Cl)c1C(=O)Nc1ccccc1 | -17.2 | 27.2
Cc1nc2cc(O)ccc2n1C | -9.6 | 8.2
CN(C(=O)c1ccc(NC(=O)Cc2ccc(NC(=O)C3CCN(C(=O)c4ccccc4)CC3)cc2)cc1)C1CC1 | -10.6 | 1.8
Cc1nn(C)cc1CNC(=O)Nc1ccc(Br)cc1Cl | -12.4 | 19.3
COC(=O)C1CSC(C(=O)OC)N1C(=O)CN1CC(C)OC(C)C1 (configuration not stated) | -7.5 | 4.4
Cn1c(=O)c2cc3ccc(Cl)cc3nc2n(C)c1=O | -6.2 | 4.8
CCO[C@@H]1OC(C(N)=O)=C[C@H](c2ccc(C(F)(F)F)cc2)[C@H]1CCCO | 1.0 | 4.4
Cc1ccc(NC(=O)CN2C(=O)S/C(=C\c3ccccn3)C2=O)cc1 | -10.2 | 10.9
Cn1c(=O)[nH]c(=O)c2c1nc(N1CCOCC1)n2CCCSc1ncccn1 | -4.4 | 4.8
O=Cc1c(N2CCSCC2)nc2ccccn2c1=O | -11.3 | 10.1
COc1ccc(-c2csc3nc(C)nc(N4CCC(C)CC4)c23)cc1OC | -45.1 | 7.5
COc1cccc(COC(=O)CCNC(=O)c2ccc(Cl)cc2)c1OC | -23.9 | 16.6
CC(C)(C)NC(=O)NC(=O)COC(=O)c1cc(=O)[nH]c2ccccc12 | -18.8 | 18.3
CCn1c(=O)c(CCC(=O)NCC2CCCO2)c(C)c2c(C)nn(-c3ccccc3)c21 (configuration not stated) | -44.8 | 11.5
SMILES | OX1R antag-1 | OX1R antag-2
COc1ccc(-c2nnc(NC(=O)c3ccc(F)cc3)o2)cc1 | 20.3 | 27.3
CCOC(=O)[C@H]1[C@H]2COc3ccc(C)cc3[C@@H]2N2C(=O)CN(Cc3ccc(Cl)cc3)C(=O)[C@@]12C | -6.9 | -1.9
COC(=O)/C=C1/S/C(=N/NC(=O)c2ccc(OC)cc2)NC1=O | -6.6 | 10.5
Cc1ccc(C(=O)Nc2onc(C)c2C#N)cc1 | -1.9 | 16.7
CCC(SC1=NCCS1)C(=O)Nc1nnc(-c2ccccc2OC)s1 (configuration not stated) | -21.6 | 12.8
Cc1ccc(C(NC(=O)N2CCCC2)C(Cl)Cl)cc1F (configuration not stated) | 1.3 | 22.9
COc1ccc(Oc2c(Cl)cnn(-c3ccc(F)cc3)c2=O)cc1 | -6.3 | 40.4
COc1ccc(C(=O)Nc2nccs2)cc1 | -19.9 | 3.3
Cc1nc2ncnn2c(C)c1CCC(=O)O | -10.4 | 33.5
COc1ccc(C(CNC(=O)c2cc(S(=O)(=O)NCc3ccccc3)ccc2C)N2CCOCC2)cc1 (configuration not stated) | -22.3 | 16.4
COc1cccc(C2CC(=O)Nc3cc(OC)c(OC)c(OC)c32)c1OC (configuration not stated) | -1.0 | 5.0
CC(C)C(C(=O)Nc1ccncc1)c1ccc(Cl)cc1 (configuration not stated) | -1.4 | 7.0
Cc1cc(/C=C(\C#N)C(=O)NCc2cccs2)c(C)n1-c1ccccc1F | -3.4 | 38.2
CC(C)N(Cc1ccccc1)C(=O)CC(=O)N(Cc1ccccc1)C(C)C | -41.4 | 17.3
O=S(=O)(c1ccc(F)c(F)c1F)N1CCN(C(=S)NC2CC3CCC2C3)CC1 (configuration not stated) | -10.3 | 8.6
Cc1ccc(NC(=O)C2CCCN(S(=O)(=O)c3ccc4[nH]c(=O)ccc4c3)C2)c(C)c1 (configuration not stated) | 22.0 | 10.2
Cc1ccc(C(=O)CSc2nnc(N)s2)c(C)c1 | -18.7 | 3.0
COCCCN(C(=O)CSCc1c(C)noc1C)c1c(N)n(Cc2ccccc2)c(=O)[nH]c1=O | -16.2 | 4.6
Cc1noc(C)c1CSCC(=O)OCc1nnc(-c2ccc([N+](=O)[O-])cc2)o1 | 0.7 | 46.8*
COc1ccc(N2C(=NC(=O)c3ccc(Br)cc3)SC3CS(=O)(=O)CC32)cc1 (configuration not stated) | 8.5 | 6.0
COc1ccc(S(=O)(=O)N2N=C(c3cccc(NS(C)(=O)=O)c3)CC2c2ccco2)cc1 (configuration not stated) | -16.8 | 3.4
C=CCc1ccc2oc(C(=O)OCC)cc(=O)c2c1O | -19.5 | -0.1
COc1ccc(CN2CCN(C(=O)c3ccccc3F)CC2)c(OC)c1OC | -21.4 | 24.7
CCN(CC)CCN1C(=O)c2oc3ccc(F)cc3c(=O)c2C1c1ccncc1 (configuration not stated) | -7.0 | 10.6
CC1(c2ccccc2)NC(=O)N(CC(=O)Nc2ccc(S(N)(=O)=O)cc2)C1=O (configuration not stated) | -6.0 | 4.9
SMILES | OX1R antag-1 | OX1R antag-2
O=C(Nc1ccc(Cc2ccncc2)cc1)c1cccc([N+](=O)[O-])c1 | -0.8 | 7.9
CC1=C(C(=O)OC(C)(C)C)C(c2ccc(Br)cc2)NC(=O)N1CCCC(=O)O (configuration not stated) | -4.8 | 16.8
O=c1/c(=C/c2ccc(CNS(=O)(=O)c3ccccc3)o2)sc2n1CCN=2 | -8.6 | 48.8
COc1ccc(-c2nnc3n2-c2ccccc2SC3)cc1OC | -10.3 | 27.5
C=CCSc1nc2ccccc2n1Cc1nnc(-c2cccs2)o1 | -19.6 | 24.0
CC(C)C(NC(=O)c1ccc(F)cc1)C(=O)N1CCN(c2ccccn2)CC1 (configuration not stated) | -12.5 | 4.6
O=C1CC(NNc2ccccc2)C(=O)N1c1ccccc1 (configuration not stated) | 3.0 | 22.5
COC(=O)c1c(NC(=O)COC(=O)c2ccccc2O)sc2c1CCCCC2 | -2.7 | 14.2
CCOc1ccccc1NC(=O)c1cccc(NC(=O)C(C)C)c1 | -23.9 | 14.2
CN1C(=O)C(CCC(=O)O)NC1=S (configuration not stated) | -24.3 | 13.5

Another view of 3 compounds above.
> COc1cc2c(cc1OC)[C@@H]1Cc3ccc(OC)c(OC)c3CN1CC2
  OX1R antag-1: -26.6	OX1R antag-2: 14.7
> CCCCCCn1c(SCC(=O)Nc2cc(C)on2)nc2ccccc2c1=O
  OX1R antag-1: -22.8	OX1R antag-2: 2.4
> CC(=O)NCCC1CCN(C(=O)C2CCC(=O)N(C3CCCC3)C2)CC1 (configuration not stated)
  OX1R antag-1: -3.5	OX1R antag-2: 1.9
